Screening data as filed in PubChem BioAssay.
Sm TGR block: inhibitors of Schistosoma mansoni thioredoxin glutathione reductase. purified TGR, DTNB reduction, TNB absorbance 405 nm. 360,000 compounds, 3% hits. AID 485364. Q962Y6. Potency, µM (highest dose often 114 µM), inactives show at the top dose activity change, negative = inhibition, actives largely listed as inhibitors; note: potency is the fitted concentration of half-maximal effect; nearly all actives have a fitted effect of over 60% in size
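TGR 20 nM + NADPH 100 uM (dispensed conc.), cpd preinc 15 min RT; start with NADPH (500 uM addition) then DTNB (15 mM addition). Kinetic TNB absorbance, 405 nm filter. Four-parameter Hill fit across titration.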
AmpC inh detg: AmpC beta-lactamase inhibition with detergent present; Potency, µM (highest dose often 114 µM), for inactives: at the highest dose activity change, negative = inhibition, usual class: inhibitors; P00811; AmpC hydrolysis of nitrocefin, absorbance 480 nm, 0.01% Triton; 370,000 compounds, 0.041% hits;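 note: potency is the fitted concentration of half-maximal effect; 0% = no-compound wells and -100% = no-enzyme wells; nearly all actives have a fitted effect of over 25% in size; some results filed as inactive show a strong effect at the top dose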
Target sequence (P00811 whole entry, looked up): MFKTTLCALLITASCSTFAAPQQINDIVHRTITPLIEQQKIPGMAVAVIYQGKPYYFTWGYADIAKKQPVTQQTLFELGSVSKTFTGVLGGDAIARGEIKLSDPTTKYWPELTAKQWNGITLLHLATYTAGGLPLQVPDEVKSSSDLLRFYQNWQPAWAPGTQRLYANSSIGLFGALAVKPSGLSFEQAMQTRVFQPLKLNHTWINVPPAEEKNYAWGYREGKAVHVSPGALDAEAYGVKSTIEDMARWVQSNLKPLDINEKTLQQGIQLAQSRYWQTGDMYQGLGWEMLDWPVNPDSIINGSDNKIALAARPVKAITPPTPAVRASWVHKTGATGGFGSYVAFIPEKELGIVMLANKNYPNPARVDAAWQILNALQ
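AmpC (5.3 nM in the dispensed reagent) in 20 mM phosphate pH 7.0 with 0.01% (detergent screen) or 0.0001% Triton X-100 was preincubated with compounds for 15 min at room temperature. Nitrocefin was then added from an 800 uM solution, and hydrolysis was followed at 480 nm.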
HCMV inh: blocks human cytomegalovirus replication; HFF cells, HCMV-luciferase reporter, 72 h; stronger effect = lower value; activity change, negative = inhibition, % at 57.5 µM; 410,000 compounds, 4.5% hits; AID 1259415; in the data active = activity change below about -60%; inconclusive = no clear call, values can overlap the other calls; inactive = above about -39%
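Human foreskin fibroblasts infected with luciferase-reporter HCMV at MOI 1 PFU/cell, compounds at two doses. Luciferase measured 72 h post infection; normalized to buffer-only basal and Salinomycin (10uM) controls.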
AMA1 RON2 block: inhibitors of Plasmodium falciparum AMA1-RON2 interaction. AlphaScreen AMA1-biotinylated RON2 peptide binding. 360,000 compounds, 0.2% hits. AID 720542. Potency, µM (doses to about 58.2 µM), for inactives: top-dose activity change, negative = inhibition, most hits filed as inhibitors;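 note: potency is the fitted concentration of half-maximal effect; 0% = vehicle wells and -100% = peptide control; nearly all actives have a fitted effect of over 45% in size; some results filed as inactive show a strong effect at the top dose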
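AMA1 (3D7) with his tag at 25 nM final met compounds first, then biotinylated RON2 peptide at 25 nM; detection used donor plus acceptor beads, 10 µg/mL apiece, read by AlphaScreen after 30 min at room temperature.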
FBPA Giardia inh: inhibitors of Giardia lamblia fructose-1,6-bisphosphate aldolase; purified Giardia FBPA; Potency, µM (top dose mostly 59.6 µM), for inactives: at the highest dose activity, negative = inhibition, actives largely listed as inhibitors; 290,000 compounds, 0.71% hits; AID 2451; note: potency is the fitted concentration of half-maximal effect; nearly all actives have a fitted effect of over 55% in size
Target sequence (A8B2U2 whole entry, looked up): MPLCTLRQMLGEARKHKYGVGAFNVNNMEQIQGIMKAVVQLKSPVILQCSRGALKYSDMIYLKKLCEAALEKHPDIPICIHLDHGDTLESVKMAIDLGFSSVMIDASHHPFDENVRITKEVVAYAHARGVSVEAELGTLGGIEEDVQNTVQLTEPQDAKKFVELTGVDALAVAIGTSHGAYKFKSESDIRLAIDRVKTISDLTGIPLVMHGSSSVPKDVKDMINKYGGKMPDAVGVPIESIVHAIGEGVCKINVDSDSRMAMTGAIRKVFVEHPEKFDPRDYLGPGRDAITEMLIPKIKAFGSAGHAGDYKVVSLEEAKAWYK
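40 nM FBPA preincubated 10 min at RT with compound (up to 57.5 uM final), then substrate plus GAPDH/TPI/NAD/arsenate coupling and diaphorase/resazurin added. Fluorescence read after 20 min at RT, 525/598 nm.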
HCV inhibitor: blocks hepatitis C virus; Huh7.5.1 HCVcc-Cre infection, luciferase reporter, 44 h; AID 651820; 340,000 compounds, 3.4% hits; Potency, µM (highest dose often 41.8 µM), for the others: at the top dose activity change, negative = inhibition, most hits filed as inhibitors; note: potency is the fitted concentration of half-maximal effect
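Compounds are dispensed onto cells plated 4 h earlier at 1,000 per well, with HCVcc-Cre virus (about 0.5 moi) added next. Following 44 h of culture, luminescent signal is measured for 15 sec after 15 min with substrate at room temperature.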
Active calls of the source: *; ? = inconclusive; nt = not tested or not shown; & = joins results of further samples; ! = not active in a repeat; [ ] = another dose, or the depositor's remark. Unless noted, calls come from the whole dose curve; as a rule, active = well fitted curve in the direction sought with a large enough effect; inconclusive = small, poorly fitted or top-dose-only effect, or another doubt; inactive = no such curve, though single readings can be large; an effect the other way counts as inactive or inconclusive. Unless noted, % is set by controls: 0 for no effect and ±100 for the full control effect.

SMILES | Sm TGR block | AmpC inh detg | HCMV inh | AMA1 RON2 block | FBPA Giardia inh | HCV inhibitor
CN1CCN(S(=O)(=O)c2cccc(C(=O)Nc3nc(-c4ccccc4)cs3)c2)CC1 | 1% | -3% | 248 | -21% | -3% | ?
COc1ccc(C(=O)COC(=O)c2ccc(N(C)C)cc2)cc1 | -1% | 1% | -10 | 70%[activator] | 4% | -7%
C/C(=C\c1ccccc1)CN1CCC(C(=O)N2CCCC(C)C2)CC1 (centres undefined) | -3% | -4% | -19 | -4% | ? | -25%
N=c1c(C(=O)NCc2ccccc2)cc2c(=O)n3ccccc3nc2n1Cc1ccco1 | 0% | ? | 26 | 7% | 2% | 7.9µM*
CCN1CCc2c(OCC(=O)Nc3ccc(C)cc3)cccc2C1=O | 3% | 2% | 16 | -5% | nt | nt
Cc1ccc(OCC(=O)Nc2ccc(S(=O)(=O)N3CCOCC3)cc2)c(Br)c1 | 10% | -9% | 4 | -12% | -8% | nt
NS(=O)(=O)c1cc(C(=O)NNC(=O)c2ccc3c(c2)OCO3)ccc1Cl | nt | nt | 7 | -18% | nt | -2%
C=CC[C@@H](CC(=O)N[C@H](CO)Cc1ccccc1)C(=O)N[C@H](COC(=O)[C@@H](CC=C)CC(=O)OC(C)(C)C)Cc1c[nH]c2ccccc12 | nt | nt | -22 | 2% | nt | ?
CCOc1ccccc1N(C)C(=O)Cn1ncc2c([nH]c3ccc(C)cc32)c1=O | -2% | 1% | ? | 12% | -12% | -22%
O=C(Nc1cccc(C(=O)OCc2cc(=O)n3nc(C4CC4)sc3n2)c1)c1cccc(F)c1 | -2% | 0% | 3 | nt | nt | nt
CS(=O)(=O)N1CCN(C(=O)CSc2ccccc2)CC1 | -15% | -15% | 39 | 11% | 3% | 7%
CCc1ccc(-c2nn(Cc3ccccc3)cc2C=O)cc1 | 3% | ? | -16 | -4% | -1% | ?
Cc1ccc(C(=O)COC(=O)CNC(=O)Cc2ccccc2)cc1 | 0% | -3% | -17 | 0% | nt | 21%
COC(=O)c1cc(OC)c(OC)cc1NC(=O)c1ccc(Br)o1 | nt | nt | -39 | -5% | nt | ?
COC(=O)c1cc(S(=O)(=O)NCC2CCN(Cc3ccc(C)cc3)CC2)cn1C | -4%&12% | -6%&2% | -12&-19 | 2% | nt | 6%
O=c1c2ccccc2nnn1CSc1nnc2sc3ccccc3n12 | ? | 2% | nt | nt | -4% | 16%
Cc1cc(C)c(S(=O)(=O)N2CCCCC2)c(C)c1N(C)S(=O)(=O)c1ccccc1 | 7% | -7% | -37 | -5% | -2% | -19%
O=C(Cn1cc2c(n1)CCCC2)NCCCN1CCCC1 | -21% | 7% | 2 | 8% | -7% | 3%
Cc1ccc(-c2nn(-c3ccccc3)cc2CC(=S)N2CCOCC2)cc1 | 8% | 7% | 43 | -7% | 4% | 1%
O=C(Nc1ccccc1N1CCOCC1)c1cccs1 | -2% | -8% | ? | 2% | 1% | -17%
CC(=O)c1c(O)ccc2c(-c3ccccc3)cc(=O)oc12 | 1% | -7% | -39 | 15% | 12% | 15%
COc1ccccc1NC(=O)CSc1nnc(-c2ccco2)n1Cc1ccco1 | ? | -16% | -29 | -7% | 5% | ?
COc1ccc(C2SCC(=O)N2c2c(C)n(C)n(-c3ccccc3)c2=O)c(OC)c1 (centres undefined) | 6% | -6% | -19 | -22% | 2% | 3%
ONC(=Nc1ccccc1)C(=Nc1ccccc1)NO | 33% | ? | 39 | 11% | -1% | -25%
N/C(Cc1cccs1)=N\OC(=O)COc1ccc(Cl)cc1Cl | 22% | 3% | 44 | 84%[activator] | 7% | -6%
CCN1C(=O)[C@H]2[C@@H](c3ccc(-c4ccccc4)cc3)N[C@@](CC(C)C)(C(=O)OC)[C@H]2C1=O | ? | ? | 0 | 0% | nt | 1%
Cc1cccc(NC(=O)C2CCN(S(=O)(=O)c3c(C)c(C)cc(C)c3C)CC2)n1 | -4% | ? | -39 | -28% | nt | ?
O=C1N(c2ccccc2)C(c2ccccc2)C12CCCCC2 (centres undefined) | nt | nt | -6 | 8% | nt | -23%
O=C(N/N=C/c1ccc2c(c1)OCO2)c1ccc(NC(=O)c2ccccc2Cl)cc1 | -6% | -10% | -19 | -3% | -7% | ?
COC(=O)Nc1ccc2c(c1)Nc1ccccc1CC2 | 0% | -17% | 1 | -28% | 10% | -2%
CCc1cc2cccc(C)c2nc1SCC(=O)NNC(=O)c1ccco1 | -14% | -2% | -2 | 37%[activator] | 3% | ?
CCC(C)NC(=O)c1ccc(NC(=O)CC2SC(N3CCCC3)=NC2=O)cc1 (centres undefined) | 1% | 1% | 42 | -11%[11.6 µM] | nt | 0%
COc1ccccc1C1C(C#N)=C(N)N(c2cccnc2)C2=C1C(=O)CC(C)(C)C2 (centres undefined) | -20% | ? | 11 | 30% | 1% | 5%
O=C(NCC(c1ccco1)N1CCc2ccccc21)c1ccc([N+](=O)[O-])cc1 (centres undefined) | -32% | -8% | -7 | 7% | nt | ?
CC(C)(C)C(=O)NCCCc1ccccc1 | 2% | 9% | 35 | 3% | -1% | 6%
CC1=C(C(=O)OCC2CCCO2)C(c2ccc(C)o2)C2=C(CC(c3ccc(F)cc3)CC2=O)N1 (centres undefined) | ? | ? | nt | -2% | -7% | 8.9µM*
CCC[N+](CC#Cc1ccccc1)(CCC)CC(=O)c1ccc(Cl)cc1 | -24% | -13% | -7 | -2% | 4% | ?
O=[N+]([O-])c1ccc(SNc2ccccc2)c([N+](=O)[O-])c1 | nt | nt | ? | ? | nt | -25%
Cc1nc(SCC(=O)N2CCCC2=O)nc(C)c1C | nt | nt | -4 | -1% | nt | -2%
Cc1ccc(Cl)cc1NC(=O)C1CCCN(c2cnccn2)C1 (centres undefined) | -10%&6% | -3%&20% | -71*! | 6% | nt | 17%
CCN(CC)C(=O)Cn1c(=O)n(CC2CCC(C(=O)NC)CC2)c(=O)c2sccc21 (centres undefined) | 6% | 14% | -3 | nt | nt | nt
C=CCOc1cccc(C2C(C(=O)c3ccco3)=C(O)C(=O)N2Cc2cccnc2)c1 (centres undefined) | -1% | -4% | -7 | -8% | -25% | 23%
Cc1ccc(-c2cc(C(=O)NCCCn3ccnc3)c3ccccc3n2)s1 | -8% | 0% | 11 | -1% | 4% | -9%
O=C(NC(=S)Nc1ccc(CN2CCOCC2)cc1)c1cccc(F)c1 | ? | -8% | -34 | 5% | 11µM* | 0%
COc1ccc(NC(=O)c2ccccc2SC)cc1 | nt | 6% | -26 | 0% | -10% | 19%
CCc1nn(CC(=O)NCCCN2CCN(CC)CC2)c(=O)c2cc3occc3n12 | -1%&-5% | -4%&13% | -33&3 | -5% | nt | 12%
COc1ccccc1-n1c(SCC(=O)N2CCCC2)nnc1-c1ccccc1 | 12% | ? | 16 | -3% | -11% | 19%
CN1C=CC(=CC=C2C=CC(=O)C=C2)C=C1 | -20% | -8% | 2 | -4% | -1% | ?
CCCOc1ccc(C(=O)OCC(=O)NCCc2ccc(OCC)c(OCC)c2)cc1OC | 0% | -9% | 8 | 13% | nt | ?
COCCn1c(N)c(Sc2ccc([N+](=O)[O-])cc2)c(=O)[nH]c1=O | 3% | -8% | -13 | 3% | 1% | -2%
CCOc1cc(/C=N/NC(=O)CN2CCCCC2)ccc1OCc1ccccc1 | -17% | ? | 3 | -8% | 0% | ?
CC(C)c1ccc(NC(=S)NNC(=O)C2CC2)cc1 | 12% | -4% | 33 | 102%[activator] | 7% | -12%
CCC(C)NC(=O)C1CCN(S(=O)(=O)N2CCOCC2)CC1 (centres undefined) | 7% | -1% | 14 | -1% | 0% | -1%
CCOC(=O)c1c(C)c(C(=O)N2CCN(C(=O)c3ccco3)CC2)c(C)n1C | 7% | -3% | 9 | 0% | 1% | 0%
COc1ccccc1CNC(=O)CSc1ccsc1[N+](=O)[O-] | -27% | 3% | 4 | 7% | -2% | 0%
CCN(CC)C(=O)Cn1ncc2c([nH]c3ccccc32)c1=O | 9% | 14% | 9 | nt | nt | nt
CC(C)(C)S(=O)(=O)N1C[C@@H]2CC/C=C\C/C=C\2[C@H]1CCO | nt | nt | -1 | 1% | nt | 4%
Fc1ccccc1-n1cc(-c2ccccc2)[nH]c1=S | 11% | -11% | -10 | 47%[activator] | 2% | -1%
Cc1c(C(=O)c2ccc(Cl)c([N+](=O)[O-])c2)c2ccccn2c1CCC#N | -19% | -14% | -4 | -9%[2.32 µM] | -11% | ?
C[C@]12CCC3C(CCC4=C/C(=N/OCC(=O)NC(CCC(N)=O)C(=O)O)CC[C@@]43C)C1CCC2O (some centres undefined) | -7% | 0% | 13 | -7% | 11% | -2%
Remaining list, next part:
SMILES | Sm TGR block | AmpC inh detg | HCMV inh | AMA1 RON2 block | FBPA Giardia inh | HCV inhibitor
C#CCSc1nccc(-c2nn(-c3ccc(C)cc3)ccc2=O)n1 | ? | 3% | -24 | 0% | -19% | ?
CCCCC(=O)N=c1sc2cc([N+](=O)[O-])ccc2n1C | -1% | ? | ? | 5% | 1% | -7%
Cc1cnc(NC(=O)C(C)N2C(=O)C3CC=CCC3C2=O)s1 (centres undefined) | -8% | 0% | 49 | -6% | 1% | 6%
O=C(CC1C(=O)NCCN1Cc1c(F)cccc1Cl)NCCCn1cccn1 (centres undefined) | 5% | 1% | -12 | -14% | -3% | 12%
O=C(CCC(=O)Nc1nnc(C2CCCCC2)s1)NCc1ccc(F)cc1 | 3% | -2% | ? | 0% | 4% | 7%
O=C(NCc1ccc(OC(F)(F)F)cc1)C1CC(c2ccccc2[N+](=O)[O-])=NO1 (centres undefined) | -17% | -12% | 69 | -6% | 20% | -12%
Cc1onc(-c2ccccc2Cl)c1C(=O)N1CCCCC1 | 6% | -3% | -37 | 3% | -1% | -4%
CN(C)S(=O)(=O)c1cccc(-c2nn(-c3ccccc3)cc2/C=C2\SC(=S)N(CC(=O)O)C2=O)c1 | -6% | 0% | ? | -11% | -8% | -16%
Cc1ccc(NC(=O)CNC(=O)N2CC(=O)Nc3ccccc32)cc1F | 2% | -1% | ? | 0% | -2% | 6%
Cc1ccc(NC(=O)C(Cc2ccccc2)NS(=O)(=O)c2ccc3c(c2)oc(=O)n3C)cc1F (centres undefined) | -12% | -1% | 6 | nt | nt | nt
CCc1cc(C(=O)NNC(=S)NC2CCCCC2)cs1 | -5% | 3% | 25 | 127%[activator] | nt | ?
